# Screening results (PubChem BioAssay)
# GLD-1 RNA inh = GLD-1-TGE RNA interaction inhibition (C. elegans) | inhibition, % at 5.96 µM | AID 2280 | Q17339 | purified GLD-1 + fluorescein TGE RNA, fluorescence polarization | 0.44% of 320,000 active;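 active means percent inhibition above a per-plate cutoff, the plate mean of test compounds plus 3 SD, cut at about 30% in these data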;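 further: 0% = DMSO wells with GLD-1 and probe and 100% = wells lacking GLD-1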
# Fam108B inh = Fam108B inhibition, counter-screen for RBBP9 inhibitors. inhibition, % at 9.51 µM. 0.33% of 300,000 active. recombinant Fam108B, FP-Rh probe fluorescence polarization;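 active means inhibition above the screen mean inhibition plus 3 SD, computed separately per campaign, cut at about 18% in these data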;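 further: inhibitors lower polarization as less probe binds the enzyme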
# MCL1-BIM inh = disrupts human MCL1 binding to BIM-BH3 peptide; GST-MCL1 / FITC-Bim-BH3 fluorescence polarization; inhibition, % at 10.9 µM; 0.68% of 320,000 active;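 active means inhibition above the mean inhibition of all tested compounds plus 3 SD, set per campaign, cut at about 40% in these data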;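 further: 0% = DMSO wells and 100% = unlabeled Bim-BH3 peptide control; higher means more loss of mP so more displacement of Bim peptide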
# Target sequence (Q07820 whole entry, looked up): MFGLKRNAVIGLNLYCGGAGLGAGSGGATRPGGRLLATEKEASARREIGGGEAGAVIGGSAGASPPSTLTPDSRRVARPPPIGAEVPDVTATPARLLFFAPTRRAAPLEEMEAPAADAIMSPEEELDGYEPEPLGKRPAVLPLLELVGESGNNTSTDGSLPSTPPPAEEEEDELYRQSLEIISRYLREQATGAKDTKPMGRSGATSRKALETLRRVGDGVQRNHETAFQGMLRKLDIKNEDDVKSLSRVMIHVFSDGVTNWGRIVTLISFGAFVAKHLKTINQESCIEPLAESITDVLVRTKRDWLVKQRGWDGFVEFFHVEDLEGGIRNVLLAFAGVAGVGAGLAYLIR
# PAFAH1B2 inh = inhibitors of human PAFAH1B2; recombinant PAFAH1B2, FP-rhodamine activity probe, fluorescence polarization; 1.2% of 340,000 active; P68402; AID 492953; inhibition, % at 3.39 µM;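 active means inhibition above the mean of all tested compounds plus 3 SD, cut at about 24% in these data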;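 further: 0% = enzyme with DMSO and 100% = wells lacking PAFAH1B2; many of its hits are not listed in these tables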
# Target sequence (P68402 whole entry, looked up): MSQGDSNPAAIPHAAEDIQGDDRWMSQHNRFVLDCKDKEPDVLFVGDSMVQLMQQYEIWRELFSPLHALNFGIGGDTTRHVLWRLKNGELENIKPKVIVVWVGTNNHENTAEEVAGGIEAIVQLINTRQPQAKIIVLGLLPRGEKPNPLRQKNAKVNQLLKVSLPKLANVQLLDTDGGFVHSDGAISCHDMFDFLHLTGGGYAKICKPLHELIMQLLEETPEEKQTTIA
# PME-1 primary = blocks human protein phosphatase methylesterase 1. 0.53% of 320,000 active. AID 2130. Q9Y570. inhibition, % at 5.9 µM. recombinant PME-1, FP-Rh probe fluorescence polarization;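 active means inhibition above the campaign mean of all compounds plus 3 SD, cut at about 26% in these data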;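 further: competitive labeling of PME-1 active site by serine hydrolase directed probe; 0% = PME-1 with DMSO and 100% = wells lacking PME-1 enzyme; inhibitors block probe labeling so polarization falls and inhibition rises; many of its hits are not listed in these tables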
# MEX-5 binding = C. elegans MEX-5 TCR-2 RNA binding activity | Q9XUB2 | MEX-5/FITC-TCR2 RNA binding, fluorescence polarization; stronger effect = lower value | activity score (negative = inhibition of binding), % at 10 µM | 0.38% of 300,000 active;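 active means inhibition past about -25% in most replicates, and total fluorescence under double the plate's negative control median, limit read from the data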;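 further: 0% = DMSO and -100% = 5 µM competing unlabeled TCR2 RNA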
# AHR activator = human AHR activation. AHR-responsive luciferase reporter cells, luminescence. P35869. 2.5% of 320,000 active. activation, % at 5 µM; in the data active means activation above about 47%;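 further: 0% = vehicle wells and 100% = reference agonist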
# pPAFAH FP inh = inhibitors of human plasma PAF acetylhydrolase (pPAFAH); recombinant pPAFAH, FP-rhodamine probe fluorescence polarization; inhibition, % at 3.39 µM; 1.5% of 330,000 active; AID 463082;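 active means inhibition above the mean inhibition across the screen plus 3 SD, cut at about 25% in these data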;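 further: inhibitors block binding of the rhodamine activity-based probe so polarization drops; 0% = enzyme with DMSO and 100% = wells lacking pPAFAH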
# Bcl-xL primary = Bcl-xL (human) inhibition | Q07817 | GST-Bcl-xL / FITC-Bim BH3 peptide fluorescence polarization | inhibition, % at 10.9 µM | 0.7% of 320,000 active;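 active means inhibition above the mean of all tested compounds plus 3 SD, cutoff set per campaign, cut at about 30% in these data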;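 further: 0% = DMSO wells and 100% = unlabeled Bim-BH3 peptide competitor; inhibitors lower millipolarization by displacing the labeled peptide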
# Target sequence (Q07817 whole entry, looked up): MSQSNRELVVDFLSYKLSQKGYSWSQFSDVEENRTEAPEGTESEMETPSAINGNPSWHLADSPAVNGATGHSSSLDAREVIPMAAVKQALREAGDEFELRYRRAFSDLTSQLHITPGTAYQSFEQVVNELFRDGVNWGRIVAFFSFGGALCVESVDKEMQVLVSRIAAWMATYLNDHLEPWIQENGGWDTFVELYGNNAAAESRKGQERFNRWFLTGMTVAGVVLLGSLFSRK
# Numbers without * were called inactive; nt = not tested or not shown. The list is partial (hit frequency here may not be typical).
SMILES,GLD-1 RNA inh,Fam108B inh,MCL1-BIM inh,PAFAH1B2 inh,PME-1 primary,MEX-5 binding,AHR activator,pPAFAH FP inh,Bcl-xL primary
COCCN1CCc2c(C)nc3c(-c4ccc(OC)c(OC)c4)cnn3c21,3,1,7,0,7,-1.0,49*,4,2
COc1ccc(NC(=O)CN(C)S(=O)(=O)c2cccc3nsnc23)cc1,4,4,2,8,0,-0.7,6,-3,2
Cc1ccc(OCC(=O)NNC(=O)CCc2ccccc2)c(Br)c1,-2,0,-1,-5,-16,-2.7,2,5,4
CCc1cc(=O)oc2c(CNCc3c(F)cccc3Cl)c(O)ccc12,-2,-1,-1,3,5,-4.6,11,2,-2
O=C(CSc1nc2ccccc2c(=O)n1-c1ccc(F)cc1F)Nc1ccc2c(c1)CCC2,6,-12,-4,-8,-15,1.0,14,2,4
Cc1cc[n+](CC(=O)N2CCCc3ccccc32)cc1,2,-4,0,9,1,-1.8,-1,4,4
CCCCN(C(=O)CCC(=O)Nc1cc(C)on1)C(C(=O)NC(C)(C)C)c1cccc(OC)c1OC (stereo unspecified),-3,-2,12,1,5,-0.4,3,2,5
Nc1c(/C=C2\C=Nc3ccccc32)c(=O)nc2sc(CC(=O)N3CCOCC3)nn12,-23,10,2,8,5,-6.7,12,14,7
Cc1ccc(S(=O)(=O)NCCOC(=O)Nc2sc(=S)n(C)c2C)cc1,6,0,4,5,9,-2.5,-4,3,5
CS(=O)(=O)c1ccc(Cl)c(NC(=O)C2CC(=O)N(Cc3ccco3)C2)c1 (stereo unspecified),10,4,0,2,-6,-1.9,0,3,3
CCOCCCNC(=O)C1c2ccccc2Oc2ccccc21,1,-5,1,5,-1,1.3,-1,11,-1
COC(=O)C1=C(C)Nc2nc3ccccc3n2C1c1cc(OC)c(OC)c(OC)c1 (stereo unspecified),-2,0,10,nt,-12,-0.4,3,-2,3
COC(=O)c1cc(COc2ccc3oc(C)c(C(=O)OC(C)C)c3c2)c(C)o1,-8,2,4,-4,2,-0.2,0,-1,7
CCCC[C@H]1COCCS(=O)(=O)N1Cc1cccc(Cl)c1,3,3,-5,6,-1,0.6,0,2,-5
N#CCSc1nnc(-c2cnccn2)n1Cc1ccccc1,2,6,1,3,-6,3.3,0,-2,0
Cc1ccc(C(CC(=O)c2ccco2)SCCO)cc1 (stereo unspecified),4,0,-5,-1,-6,1.9,-5,5,2
COc1ccc(C2NC(=S)NC(C)=C2C(=O)Nc2ccccn2)cc1OC (stereo unspecified),2,2,8,4,3,0.7,-1,6,5
Cc1ccc(S(=O)(=O)N(C)Cc2ccc(C(=O)NN=C3C4CC5CC(C4)CC3C5)cc2)cc1,2,-2,5,-3,-2,0.6,11,-5,0
CCC(CC)C(=O)Nc1cc(C)c2c(=O)oc3ccccc3c2n1,0,-12,-4,3,-13,-1.2,50*,-1,11
Cc1ccc(S(=O)(=O)N(C)C)cc1NC(=O)c1ccc(-n2cncn2)c([N+](=O)[O-])c1,1,nt,-24,1,4,nt,0,-1,-15
CCSc1nc(-c2cccs2)nc2ccccc12,3,-5,-5,-1,1,1.9,5,-1,-5
CSc1nc(N)nc2c1ncn2CC(=O)NCCCc1ccccc1,1,nt,nt,3,nt,nt,-1,-5,nt
CCOC(=O)c1c(C)[nH]c(C)c1S(=O)(=O)N(C)CC(=O)Nc1ccccc1C,6,0,0,-3,22,-1.7,12,1,7
COc1ccc(C(=O)Nn2c(CC(C)C)nc3cc(OC)c(OC)cc3c2=O)c(OC)c1,9,-3,2,3,-2,0.6,-1,4,3
COc1ccc(-c2c(C#Cc3ccsc3)c3cc(-c4ccc5c(c4)OCCO5)ccc3n2C)cc1,-10,nt,nt,-6,nt,nt,0,7,nt
Cc1ccc(S(=O)(=O)N2CCC(=O)N(CCO)CC2)cc1,1,2,-2,8,0,0.3,0,3,2
COc1ccc(-c2nc3ccc(N4CCN(C)CC4)cc3c(=O)[nH]2)cc1,-3,-2,-1,6,-2,-0.5,56*,3,4
CCOc1cc(/C=C\c2nc(O)c([N+](=O)[O-])c(=O)[nH]2)ccc1OC(C)C,-2,-5,-9,4,-2,4.5,3,1,0
Cc1nccn1CCCNCc1c(C(=O)N2CCCCCCC2)nc2ccc(Cl)cn12,2,1,8,-1,2,-1.0,1,1,10
Cc1sc(NC(=O)C2=COCCO2)nc1-c1ccc(Br)cc1,4,0,2,1,-2,-0.4,99*,4,-4
COc1ccc(-c2sc3cc4c(cc3c2-c2ccc3c(c2)OCCO3)OCO4)cc1,-3,nt,nt,3,nt,nt,8,4,nt
COCCN(C(=S)Nc1c(C)cccc1C)C(C)c1cccnc1 (stereo unspecified),3,-1,11,-2,1,1.1,1,1,3
CCOc1ccccc1/C=N/Nc1nc2c(N)ncnc2n1[C@H]1O[C@@H](CO)[C@H](O)[C@@H]1O,2,2,3,7,4,-3.8,1,-2,-1
CCOC(=O)C1CCN(C(=O)C(C)Oc2ccc(Br)cc2)CC1 (stereo unspecified),-4,-1,-3,3,2,0.0,0,0,1
Cc1nn(Cc2ccc(F)cc2)c(C)c1NC(=O)c1cnn2cccnc12,-2,-1,1,-2,-4,0.7,2,3,2
COc1ccc(-n2nc3c(N4CCC(C(=O)NC5CCCCC5)CC4)nnc(C)c3c2C)cc1,7,2,6,2,7,5.2,1,3,3
CCc1ccc(-c2ccc3nnc(SCC(=O)NCC4CCCO4)n3n2)cc1 (stereo unspecified),-2,6,-4,3,3,-0.2,6,-1,-1
CN(c1cnn(-c2ccccc2)c(=O)c1Cl)n1cccc1,12,0,3,8,0,1.1,-2,5,0
COc1ccc(C(CNC(=O)Cc2ccccc2)N2CCCCC2)cc1 (stereo unspecified),4,-2,6,4,1,-1.4,3,-3,7
O=C(NCc1ncc(C(F)(F)F)cc1Cl)Nc1ccccc1,5,-4,4,-3,-8,-0.1,-4,6,8
Cc1ccc(OCC(=O)N2CCOCC2)cc1C,2,2,4,3,10,nt,8,8,3
Cc1cccc(C(=O)NCC(c2ccc(F)cc2)N2CCOCC2)c1 (stereo unspecified),-4,6,-3,-1,-8,1.8,2,2,0
O=C(CN1C(=O)c2ccccc2C1=O)Nc1ccccc1C(=O)NC1CCCCCC1,2,2,5,-4,9,-1.8,0,-1,6
Cc1ccc(/C=N/NC(=O)C2COc3ccccc3O2)s1 (stereo unspecified),6,2,2,3,0,-0.3,1,4,4
COc1ccc(C2c3[nH]c4ccccc4c3CCN2CCCn2cccn2)c(F)c1 (stereo unspecified),3,-4,2,8,-1,-0.4,14,2,0
Cc1noc(-c2ccccc2)c1NC(=O)Nc1ccccc1,2,-1,-2,-2,-3,0.8,9,-8,-3
O=C1c2cccc3cccc(c23)N1Cc1cccc(F)c1,-3,0,5,2,0,3.8,1,8,5
CCc1ccc2[nH]c(C(=O)Nc3ccc(F)cc3Br)cc2c1,1,0,4,2,-3,0.8,49*,3,7
OCC1OC(Oc2cccc3ccccc23)C(O)C(O)C1O (stereo unspecified),4,2,1,1,-1,1.7,5,1,3
CCOC(=O)Cn1nc(C)n(-c2ccc(F)cc2)c1=O,-5,-11,2,4,-3,0.8,-1,-10,3

# Going on with the list.
SMILES,GLD-1 RNA inh,Fam108B inh,MCL1-BIM inh,PAFAH1B2 inh,PME-1 primary,MEX-5 binding,AHR activator,pPAFAH FP inh,Bcl-xL primary
CSCCC(NC(=O)c1cccc(C)c1)C(=O)Nc1sccc1C(N)=O (stereo unspecified),10,-5,25,0,-8,-2.1,2,0,23
CCN(CC)c1ccc(NC(=O)c2ccc(Cl)nc2)cc1,7,2,8,-3,1,3.8,36,1,5
Cc1cc2nc(C3CCN(CC4COc5ccccc5O4)CC3)[nH]c2cc1C (stereo unspecified),2,-1,6,2,-2,-0.6,23,5,2
CCOC(=O)C(C)Oc1cccc2c(=O)n(CC(=O)Nc3ccc4c(c3)OCCO4)ccc12 (stereo unspecified),2,-4,-1,0,-10,-0.3,-1,3,2
CCOC(=O)CC1(c2ccccc2)CCOC(C)(C)C1 (stereo unspecified),1,-3,7,6,-6,1.5,0,2,2
O=C(CSCc1ccccc1Cl)N1CCN(c2ccccn2)CC1,6,-3,6,1,2,-1.2,7,9,7
COCCNC(=O)c1cc(S(=O)(=O)N2CCOCC2)ccc1SCc1cccc(OC)c1OC,-2,-8,-5,-3,-6,1.4,0,5,4
CCN1CCC2(CC1)N=C(c1ccc(F)cc1)C(=S)N2,2,1,-1,1,-6,1.0,0,-2,2
Cc1ccc(OCC(=O)N2CCN(S(=O)(=O)c3ccc4c(c3)OCCO4)CC2)c(C)c1,3,nt,-2,0,0,nt,-2,3,3
COc1ccc(CNC(=O)CN(c2ccc(C)cc2)S(=O)(=O)c2c(C)nn(C)c2C)cc1,4,4,8,2,5,0.8,1,0,13
Cc1c(C(=O)N2CCc3ccccc32)oc2ccccc12,0,-4,-9,-2,0,2.2,26,6,2
COc1ccc(C(CNC(=O)c2ccc(Br)o2)N2CCN(C)CC2)cc1 (stereo unspecified),-1,4,4,2,6,1.8,0,1,6
CCn1cc(CN2CCN(CC(C)(C)C)C(CCO)C2)c2ccccc21 (stereo unspecified),0,1,-1,3,4,-2.8,16,-3,-3
O=C(COC(=O)c1cc(Cl)ccc1[N+](=O)[O-])NC1CC1,-2,nt,nt,-1,nt,nt,0,-2,nt
O=C(CCCCl)OCc1cn(-c2ccc(Cl)cc2)nn1,-4,3,2,nt,1,0.9,-1,4,-2
O=C(N/N=C1/CCc2ccccc21)C1CC1,4,-4,8,4,-2,0.6,10,1,8
CCOC(=O)N1CCN(C(=O)c2ccccc2-c2ccccc2)CC1,-1,-2,1,3,-5,0.1,6,-7,3
Cc1cc(-c2ccc3c(c2)COc2c4ccccc4nn2-3)on1,-6,3,-45,6,-4,-4.3,-8,2,-20
CCCCC(C)n1[nH]c(=O)c2c(C)cc(C)nc21 (stereo unspecified),-2,6,4,1,4,1.4,3,2,1
Cc1ccc(-c2nc3ccsc3c(=O)o2)cc1,6,-1,5,-1,-15,-1.0,31,2,6
CC(C)n1c(N2CCN(C(=O)NCc3ccccc3)CC2)nc2ccccc21,1,1,9,6,-3,0.4,-6,10,8
O=C(NCc1cccnc1)C1CCCN1S(=O)(=O)c1ccc(Cl)cc1 (stereo unspecified),5,-7,5,-5,2,2.2,0,-1,5
Cc1ccc(NC(=O)c2cc(-c3ccc4c(c3)OCO4)on2)cc1C,5,-4,0,-3,-3,-0.5,-3,8,3
Cn1c(N)c(C(=O)COC(=O)c2cc(C3CC3)nc3ccccc23)c(=O)n(C)c1=O,-4,-5,16,-5,-3,-1.6,-5,-2,6
COc1ccc(OC(C)C(=O)Nc2cccc(OC)c2)cc1 (stereo unspecified),12,0,-1,1,-4,-1.6,6,0,-2
Cc1ccc2nsnc2c1S(=O)(=O)NCc1ccc2c(c1)OCO2,-1,-1,-1,3,-6,15,9,-3,-4
COC(=O)c1cc(NC(=O)c2ccc(C)cc2)c(=O)oc1C,-7,7,3,6,-3,0.8,1,-3,4
Cc1ccnc(SCc2cn3c(C)cc(C)nc3n2)n1,0,0,2,2,1,-2.7,8,2,4
